Screening results: PubChem BioAssay, Broad Institute
PglD inh: blocks C. jejuni PglD acetyltransferase activity; purified PglD enzyme, DTNB colorimetric CoA detection; inhibition, % at 12.5 µM; 0.098% of 360,000 active; AID 602405; in the data active = inhibition above about 16%, passing the limit was not always enough; note: strong numbers were not always called active
RAD54 branch: blocks human RAD54 Holliday junction branch migration; 0.14% of 360,000 active; AID 602329; FAM/BHQ fluorescence; inhibition, % at 10.4 µM;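 active = mean normalized replicate activity at least 40 and at least half of replicates scoring 40 or more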;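 note: 0% = median of neutral control wells and 100% = median of positive control wells; inhibitors cause a drop in the FAM fluorescence signal; in these data hits start at about 50%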
Target sequence (Q92698 whole entry, looked up): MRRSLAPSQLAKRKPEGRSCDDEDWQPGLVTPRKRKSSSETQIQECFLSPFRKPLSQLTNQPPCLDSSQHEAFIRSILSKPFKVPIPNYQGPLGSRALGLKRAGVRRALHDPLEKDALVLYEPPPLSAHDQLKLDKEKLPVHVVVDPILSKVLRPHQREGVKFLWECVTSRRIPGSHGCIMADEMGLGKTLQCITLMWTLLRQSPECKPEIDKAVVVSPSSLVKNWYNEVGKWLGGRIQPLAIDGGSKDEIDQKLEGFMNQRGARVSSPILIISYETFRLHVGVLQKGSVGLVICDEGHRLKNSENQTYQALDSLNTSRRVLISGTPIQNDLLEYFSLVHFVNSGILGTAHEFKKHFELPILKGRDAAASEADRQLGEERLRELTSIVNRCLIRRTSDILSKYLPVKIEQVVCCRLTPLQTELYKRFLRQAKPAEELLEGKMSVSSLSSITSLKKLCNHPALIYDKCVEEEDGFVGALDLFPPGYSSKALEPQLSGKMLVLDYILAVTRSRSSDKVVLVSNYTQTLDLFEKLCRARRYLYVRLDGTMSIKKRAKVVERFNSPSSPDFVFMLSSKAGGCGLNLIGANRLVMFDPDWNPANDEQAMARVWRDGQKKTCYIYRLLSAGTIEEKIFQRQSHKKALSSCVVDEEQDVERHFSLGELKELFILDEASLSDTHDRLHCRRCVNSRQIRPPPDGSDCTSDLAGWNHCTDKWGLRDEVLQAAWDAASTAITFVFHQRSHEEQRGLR
ARNT-TACC3 inh: disruptors of human ARNT/TACC3 interaction; AID 623870; 0.66% of 390,000 active; AlphaScreen His-ARNT PAS-B/GST-TACC3 binding, luminescence; TACC3 fragment carries E629A point mutation; inhibition, % at 9.99 µM; Q9Y6A5;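 active = mean inhibition of replicates at least 50% and at least half of replicates each reaching 50%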;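 note: 0% = complete ARNT plus TACC3 wells and 100% = ARNT alone without TACC3; many hits fall short of the cut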
esBAF inh: SWI/SNF esBAF complex inhibition. mouse ES cells, Bmi1-luciferase knock-in reporter, 24 h; 100% = twice the neutral-well signal. reporter increase, % at 12.5 µM. 2% of 350,000 active; in the data active = activation above about 40%;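 note: 0% = median of the plate's neutral control wells and 100% = double that signal; a rise in the Bmi1 reporter signal indicates esBAF inhibition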
* marks the source's active call; other numbers are inactive results; · = not tested or not shown. A portion of the library; count on the stated rates, not on these rows.

compound	PglD inh	RAD54 branch	ARNT-TACC3 inh	esBAF inh
O=C(CCNC(=O)Cn1ccc2ccccc2c1=O)NCCN1CCc2ccccc2C1	-1	6	·	·
N/C(=N\c1nc2ccccc2o1)NC(=O)c1ccccc1	12	6	·	·
Brc1ccc(C2=Nn3c(nnc3-c3cccnc3)SC2)s1	-2	-6	·	·
CC1(C)Oc2ccc3ccc(=O)oc3c2/C(=C/NC2CCCCC2)C1=O	-7	0	·	·
Cc1ccc2ncnc(NCCC(=O)O)c2c1	-3	0	·	·
C=CCn1c(COc2ccc(Cl)cc2)nnc1SCC(=O)N/N=C/c1ccccc1	-1	-1	·	·
Cc1nnc(SCC(=O)Nc2ccc3c(c2)OCCO3)n1CC1CCCO1 (centres undefined)	2	-1	·	·
COc1ccc(NC(=O)c2cc(OC)c(OC)c(OC)c2Br)cc1OC	1	-8	·	·
CCOc1ccc(C(=O)NCCn2cc(SCC(=O)Nc3cc(C)on3)c3ccccc32)cc1	-6	-3	·	·
CCCCN(CC)C(=O)/C=C/c1cccc([N+](=O)[O-])c1	-4	-7	·	·
CCn1c(NC2CCCCC2)nc2ccccc21	-3	1	·	·
COc1ccc(NC(=O)NCc2ccncc2)c(OC)c1	4	-5	·	·
Nc1ccc(-c2nnc(-c3ccc(-c4ccccc4)cc3)o2)cc1	-2	-5	·	·
CC1CC(C)CN(C2CCN(Cc3cccnc3)CC2)C1 (centres undefined)	-1	0	·	·
COc1ccc(N2C(=O)CSC2c2ccc3c(c2)OCO3)cc1 (centres undefined)	-4	0	·	·

Further results.
compound	PglD inh	RAD54 branch	ARNT-TACC3 inh	esBAF inh
COc1ccc(S(=O)(=O)N(C)CC(=O)N2CCC(C(N)=O)CC2)cc1Cl	1	-9	·	·
O=C(C1CCN(Cc2ccccc2)CC1)N1CCN(C/C=C/c2ccccc2)CC1	-3	2	·	·
c1ccc2c(N3CCCCC3)nc(N3CCCCC3)nc2c1	-9	-8	·	·
CCOC(=O)c1cnc2ccc(C)cc2c1Nc1ccc(N2CCOCC2)cc1	12	8	·	·
CCC1CCCCN1C(=O)CSc1nnc(CNC(=O)c2ccco2)o1 (centres undefined)	7	8	·	·
O=C(Nc1ccccc1Cl)c1cccc(NC(=O)C2C3CC4OC(=O)C2C4C3)c1 (centres undefined)	4	2	·	·
Cc1nc(S(=O)(=O)NC2CCCCC2)c(C#N)c(C)c1Cl	2	11	·	·
Cc1ccc(Sc2c(C)[nH]n(C(C)(C)C)c2=O)cc1	0	5	·	·
Cc1c(Br)cccc1NC(=O)c1sccc1-n1cccc1	1	-3	·	·
O=C(NC(=S)N1CCN(c2ccc(Cl)cc2[N+](=O)[O-])CC1)c1cccs1	-1	18	·	·
O=S(=O)(O/N=C1\CCCc2ccccc21)c1ccccc1	1	-3	·	·
CCOC(=O)c1[nH]c2ccc(Br)cc2c1NC(=O)CCN1CCC(C(=O)OCC)CC1	0	-2	·	·
O=C(NCCC1=CCCCC1)C(c1ccccc1)c1ccccc1	0	4	·	·
Cc1ccc(N(C(=O)CC2NC(=O)NC2=O)C2(C(=O)NC3CCCC3)CCCCC2)cc1 (centres undefined)	-1	5	·	·
Cc1cccc(NC(=S)N(CCCN2CCOCC2)Cc2cn(C)c3ccccc23)c1	2	1	·	·

Look-ups from the entries so far.
For PglD inh, CCOc1ccc(C(=O)NCCn2cc(SCC(=O)Nc3cc(C)on3)c3ccccc32)cc1 has the entry -6
For RAD54 branch, Brc1ccc(C2=Nn3c(nnc3-c3cccnc3)SC2)s1 has the entry -6
For PglD inh, COc1ccc(S(=O)(=O)N(C)CC(=O)N2CCC(C(N)=O)CC2)cc1Cl has the entry 1
For RAD54 branch, CCOC(=O)c1cnc2ccc(C)cc2c1Nc1ccc(N2CCOCC2)cc1 has the entry 8
For PglD inh, C=CCn1c(COc2ccc(Cl)cc2)nnc1SCC(=O)N/N=C/c1ccccc1 has the entry -1

Continuation.
compound	PglD inh	RAD54 branch	ARNT-TACC3 inh	esBAF inh
N#C/C(C(=O)NCc1ccccc1)=C1\SC(CCO)C(=O)N1c1ccccc1 (centres undefined)	0	6	·	·
Cc1ccccc1Cn1c(Cc2ccccc2)nc2ccccc21	-4	-3	·	·
S=c1nc(-c2ccccc2)oc2c1CCCC2	2	-12	·	·
Cc1cc(=O)oc2cc(Nc3ccccc3)ccc12	3	0	·	·
CCCCNC(=O)CSc1nnc(-c2ccco2)n1C	-4	-3	·	·
O=C(COc1ccc(Br)cc1)N/N=C1\SCC(=O)N1c1ccc(F)cc1	-2	-8	·	·
CCC(CC)C(=O)Nc1c(C)n(C)n(-c2ccccc2)c1=O	0	4	·	·
O=C1c2ccccc2C(=O)N1CCCCN(C(=O)c1cc2ccccc2oc1=O)c1ccc(Cl)cc1	3	-4	·	·
O=C(COC(=O)C1CCCCC1)Nc1ccc(N2CCCCC2)cc1	1	7	·	·
COc1ccccc1OCc1ccc(C(=O)NN)cc1	-1	1	·	·
COc1cc(CC(=O)NCc2ccc3c(c2)OCO3)cc(OC)c1OC	5	10	·	·
COc1ccc(CCNC(=O)CCS(=O)(=O)c2ccc3c(c2)CCN3C(C)=O)cc1OC	-4	3	·	·
O=C(Nc1nnc(SCc2ccccn2)s1)C1CC(=O)N(c2ccccc2)C1 (centres undefined)	1	-11	·	·
Cc1cc(C)nc(NC2=NCC(=O)N2CCc2c[nH]c3ccccc23)n1	7	-1	·	·
COc1ccc2cc(C#N)c(NC(C)C)nc2c1	1	-1	·	·

Going on with the list:
compound	PglD inh	RAD54 branch	ARNT-TACC3 inh	esBAF inh
CC(C)C1Nc2ccc(S(N)(=O)=O)cc2C2C=CCC21 (centres undefined)	-4	-16	·	·
Cc1cc(CCCCCCCCc2cc(C)cc(=O)o2)oc(=O)c1	6	-2	·	·
COc1ccccc1/C=C1\SC(=O)N(CCC(=O)NNC(=O)c2ccccc2Cl)C1=O	1	5	·	·
CC1CCCCN1S(=O)(=O)c1ccc(C(=O)Nc2nnc(-c3cccs3)o2)cc1 (centres undefined)	2	-4	·	·
O=C(CCl)Nc1cccc(-c2cnc3ccccc3n2)c1	-7	-3	·	·
C[N+](C)(C)CCNC(=O)c1c(O)c2c([nH]c1=O)CCCC2	-3	-1	·	·
CCS(=O)(=O)N1CCC(C(=O)OCC(=O)c2ccc(Br)cc2)CC1	-3	-14	·	·
Cc1cccc(C)c1N1CCN(c2nc(N(C)C)oc(=O)c2C#N)CC1	6	-1	·	·
COc1ccc(C2CC(C(F)(F)F)n3nc(C(=O)O)cc3N2)cc1OC (centres undefined)	-6	-1	·	·
Cc1ccc(C)c(S(=O)(=O)N2CCN(CC(=O)Nc3ccc4c(c3)OCCO4)CC2)c1	0	7	·	·
Cc1sc(NC(=O)CSC2=NCCS2)nc1-c1ccccc1	0	-11	·	·
Clc1ccc(OCCn2ccnc2)c(Br)c1	0	10	·	·
CCOC(=O)c1sc(NC(=O)COC(=O)Cn2cnc3ccccc32)c(C(=O)OCC)c1C	0	0	·	·
c1ccc(-c2nc(NCc3ccco3)c3ccccc3n2)nc1	2	18	·	·
CCOC(=O)C(Oc1ccc2c(-c3ccc(OC)cc3)cc(=O)oc2c1C)c1ccccc1 (centres undefined)	11	-10	·	·

Part of the list above, with values under each structure.
Values in the order – PglD inh, RAD54 branch, ARNT-TACC3 inh, esBAF inh
Clc1ccc(OCCn2ccnc2)c(Br)c1
 : 0, 10, ·, ·
CCOC(=O)c1sc(NC(=O)COC(=O)Cn2cnc3ccccc32)c(C(=O)OCC)c1C
 : 0, 0, ·, ·

Continued:
compound	PglD inh	RAD54 branch	ARNT-TACC3 inh	esBAF inh
C=C1CSc2nc(=O)c3c(C)c(C)sc3n21	2	8	·	·
O=C(Cc1coc2ccc3ccccc3c12)Nc1nccs1	-4	2	·	·
CC(C)(C)C(=O)N1CCN(c2c(Cl)cccc2[N+](=O)[O-])CC1	1	-1	·	·
CCN1CCN(c2ncc(C(=O)N3CCN(c4ccccc4OC)CC3)c3ccccc23)CC1	-3	4	·	·
Cc1cccc(CSc2nn3c(=O)c(C)nnc3s2)c1	2	-3	·	·
Cc1ccc(S(=O)(=O)C(CCC(=O)N2CCOCC2)S(=O)(=O)c2ccc(C)cc2)cc1	1	-7	·	·
COc1cc(/C=N/Nc2nn3cnnc3c3ccccc23)cc(OC)c1OC	-2	-1	·	·
COc1ccc(NC(=O)COC(=O)/C=C/c2ccc(OC)c(S(=O)(=O)N3CCOCC3)c2)cc1	-2	-4	·	·
COc1cc(C(=O)OCC(=O)c2cc(C)n(C)c2C)cc(NC(=O)c2ccco2)c1OC	-7	2	·	·
S=C1CCSc2ccc(Cl)cc2N1	0	8	·	·
Cc1ccc(-c2nc3ncccc3o2)cc1NC(=O)c1ccco1	0	-7	·	·
O=C1CCC(C(=O)OCc2cc(Cl)ccc2OC(F)F)N1 (centres undefined)	-1	3	·	·
CCOC(=O)CNS(=O)(=O)c1ccc(C(=O)O)cc1	-1	-1	·	·
COc1ccc(CCN/C=C2/CC(=O)NC2=O)cc1OC	-2	2	·	·
O=C(N/C(=C/c1cn(-c2ccccc2)nc1-c1ccccc1)C(=O)N1CCOCC1)c1ccc(Cl)cc1Cl	2	-9	·	·

Next section
compound	PglD inh	RAD54 branch	ARNT-TACC3 inh	esBAF inh
CS(=O)(=O)N1N=C(c2ccc(Cl)cc2)CC1c1cccs1 (centres undefined)	-1	1	·	·
Cc1noc(C)c1S(=O)(=O)NCCN1CCN(c2ccccc2)CC1	0	6	·	·
COc1cc(NC(=O)CN(c2ccc(C)cc2)S(=O)(=O)c2c(C)n[nH]c2C)cc(OC)c1	0	-10	·	·
COc1ccc2nc(SCC(=O)N3CC(=O)Nc4ccccc43)c(C#N)cc2c1	-7	-1	·	·
COc1ccc(C2C(C#N)=C(C)NC3=C2C(=O)CC(C)(C)C3)cc1 (centres undefined)	·	-2	1	·
CCOc1ccccc1NC(=O)C1CCN(S(=O)(=O)c2c(C)noc2C)CC1	·	-5	0	·
COc1ccc(CC(NC(C)=O)C(=O)NC2CCN(c3nnnn3-c3ccccc3)CC2)cc1 (centres undefined)	·	-11	9	·
COc1ccc(CCN2CC(C(=O)O)CC2=O)cc1OC (centres undefined)	·	-10	-6	·
CCn1c(SCC(=O)Nc2nonc2C)nnc1-c1ccoc1C	·	5	-1	·
CCOc1ccccc1OCCCC(=O)OCC(=O)Nc1cccc(Cl)c1	·	-3	-8	·
CCC(=O)Nc1cccc(NC(=O)CSc2nnc(C3CC3)n2C)c1	·	-4	-2	·
CCOC(=O)Cn1nc(Cc2ccccc2)c2ccccc2c1=O	·	1	1	·
COc1cc(C(=O)NCc2nnc(SCC(=O)Nc3cccc(C)c3)o2)cc(OC)c1OC	·	17	4	·
CCCNC(=O)c1ccc(-c2nc3ccccc3s2)s1	·	·	-9	-40
COc1ccc(-n2nnnc2SC(C)C(=O)NCC(=O)Nc2ccc(F)c(F)c2F)cc1 (centres undefined)	·	·	-2	-11

The listing continues.
compound	PglD inh	RAD54 branch	ARNT-TACC3 inh	esBAF inh
O=C(CN1CCN(S(=O)(=O)c2ccccc2)CC1)NC(=O)NC1CCCCC1	·	·	-3	3
CCCOn1nnnc1-c1ccccc1	·	·	2	-7
Cc1cccc(Nc2nc3c(c(=O)n(C)c(=O)n3C)n2Cc2ccccc2)c1	·	·	-2	1
CCNS(=O)(=O)c1ccc(NC(=O)Cn2nc(C(F)(F)F)cc2C)cc1	·	·	-8	0
Cc1nnsc1NC(=O)OCc1ccccc1Cl	·	·	-8	7
O=C(Nc1ccccc1-c1ccccc1NC(=O)c1ccco1)c1ccco1	·	·	0	-6
CC(C)C(NC(=O)Cc1ccccc1[N+](=O)[O-])C(C)C	·	·	-17	1
CC(C)CNC(=O)CCCc1c[nH]c2ccccc12	·	·	-2	-2
Cc1ccc(C2C=C(c3ccc4c(c3)OCO4)Nc3ncnn32)cc1 (centres undefined)	·	·	-4	10
CCOC(=O)C1=C(c2ccccc2)NC(SCC(=O)Nc2cccc(C)c2)=C(C#N)C1c1ccco1 (centres undefined)	·	·	-1	11
Cc1ccc(S(=O)(=O)c2cn(Cc3ccc(F)cc3)c3cc4c(cc3c2=O)OCO4)cc1	·	·	-2	9
O=C(N/N=C/c1ccc(N2CCOCC2)o1)c1cccc(F)c1	·	·	5	33
O=C(COc1ncnc2ccccc12)NCc1ccc2c(c1)OCO2	·	·	-6	-3
O=C(CSc1nc(-c2ccco2)cc(C(F)(F)F)n1)NCCc1ccccc1	·	·	-1	-1
O=C(COc1cccc(Oc2ccccc2)c1)Nc1ncccn1	·	·	-10	-4
COc1ccc(OC)c(N=CC2=C(O)CC(C)(C)CC2=O)c1	·	·	7	2
COCCNC(=O)COC(=O)/C=C/c1c(C)nn(Cc2ccc(Cl)cc2Cl)c1Cl	·	·	-4	9

Full records, looked up by structure:
O=C(Nc1ccccc1-c1ccccc1NC(=O)c1ccco1)c1ccco1 is listed with PglD inh: ·; RAD54 branch: ·; ARNT-TACC3 inh: 0; esBAF inh: -6
O=C(CSc1nc(-c2ccco2)cc(C(F)(F)F)n1)NCCc1ccccc1 is listed with PglD inh: ·; RAD54 branch: ·; ARNT-TACC3 inh: -1; esBAF inh: -1
Cc1cccc(Nc2nc3c(c(=O)n(C)c(=O)n3C)n2Cc2ccccc2)c1 is listed with PglD inh: ·; RAD54 branch: ·; ARNT-TACC3 inh: -2; esBAF inh: 1
